Screening results deposited in PubChem by National Center for Advancing Translational Sciences (NCATS).
IMPase inh = cell-permeable inhibitors of inositol monophosphatase (IMPase); P97697; CHO-M1 cells, IP1 accumulation, HTRF TR-FRET ratio; inhibition (IP1 accumulation), % at 46.1 µM; 120,000 tested, under 10 active; AID 901; active = well fitted curve in the direction sought with a large enough effect in the signal ratio, not every such curve was filed as active; inconclusive = small, poorly fitted or top-dose-only effect, or a change in a side signal; inactive = no such curve, though single readings can be large or run the other way; the % refers to the signal ratio;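 also: cells stimulated with carbachol in lithium chloride buffer; plate controls were DMSO basal wells for no effect and reference inhibitor wells for full effect; higher means more IMPase inhibition seen as more IP1 and lower FRET ratio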
Target sequence (P97697 whole entry, looked up): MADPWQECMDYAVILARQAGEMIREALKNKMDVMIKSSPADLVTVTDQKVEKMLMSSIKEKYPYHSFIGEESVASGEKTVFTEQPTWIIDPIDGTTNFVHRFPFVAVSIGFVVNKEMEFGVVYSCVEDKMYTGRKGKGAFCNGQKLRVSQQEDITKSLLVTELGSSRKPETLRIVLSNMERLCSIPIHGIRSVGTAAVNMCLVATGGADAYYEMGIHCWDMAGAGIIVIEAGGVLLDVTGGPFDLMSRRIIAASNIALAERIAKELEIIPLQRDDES
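In this qHTS, compounds (final up to 46 uM) act on CHO-M1 cells that are then activated through the M1 receptor with carbachol, in pH 7.4 buffer containing 50 mM LiCl, for 30 min. IP1 accumulation is quantified by the IP-One immunoassay.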
Numbers without * were called inactive; ? = inconclusive. These rows are one share of the data; rates above refer to the full screens.

SMILES	IMPase inh
CCOC(=O)c1cnc2c(C)cc(C)cc2c1Nc1cccc(C(=O)O)c1	-11.4
Cc1cccc(N2CCN(C3(c4ccccc4)C(=O)c4ccccc4C3=O)CC2C)c1 (configuration not stated)	16.2
COc1ccc(CCNC(=O)CN(c2ccccc2)S(=O)(=O)N(C)C)cc1OC	7.8
Cc1ccc(C)c(CN2CCC(CNC(=O)Nc3ccc(Br)cc3F)CC2)c1	11.7
CCn1c2ccccc2c2cc(NC(=O)COc3cc(C)ccc3C)ccc21	-5.8
CCCNC(=O)c1c(NC(=O)c2ccccc2)sc2c1CCC(C(C)(C)C)C2 (configuration not stated)	0.2
Cc1cc(OCC(=O)NCCc2nc3ccccc3[nH]2)cc(C)c1Cl	-9.1
CCCc1ccc(OCC(=O)Nc2sc(C(=O)OCC)c(C)c2C(=O)OCC)cc1	-6.2
Cc1ccc(C)c(Nc2nnc(-c3ccc(C)c(S(=O)(=O)N4CCN(C)CC4)c3)c3ccccc23)c1	0.8
COc1ccc(C(=O)c2sc3nc(-c4ccc(C)cc4)cc(C(F)(F)F)c3c2N)cc1	-2.7
Clc1ccc(OCc2nc3ccccc3n2Cc2ccccc2)c(Cl)c1	4.6
COc1c(C)cccc1C(=O)Nc1ccc(-c2nc3ccccc3s2)c(Cl)c1	-14.7
COc1ccc(NC2=C(c3ccc(C(F)(F)F)cc3)C(=O)c3ccccc32)cc1	-8.9
O=C(NCCn1ccc2ccccc21)c1ccc(Cl)cc1	3.2
Cc1cc(C)cc(OCC(=O)Nc2ccc(S(=O)(=O)Nc3onc(C)c3C)cc2)c1	2.8
COCCCNC(=O)c1ccc(Cn2c(=O)c3ccccc3n(CC(N)=O)c2=O)cc1	-1.0
CCOc1ccccc1OCCCCn1c(-c2ccc(Cl)cc2)nc2ccccc2c1=O	2.3
CCc1cccc(C)c1Nc1c(-c2cccc(O)c2)nc2nc(C)cc(C)n12	-2.9
Clc1cccc(-c2nnc(CN3CCN(c4ccccn4)CC3)o2)c1	0.1
Cc1ccc(C(=O)c2oc3ccccc3c2NC(=O)COc2ccc(C(C)(C)C)cc2)cc1	4.9
CN(C)c1ccc(-c2nc3ccccn3c2Nc2ccc3c(c2)OCCO3)cc1	-3.4
Cc1cccc(Nc2nc(-c3ccccc3)nc3ccccc23)c1	?
Cc1ccc(-c2nc3ccccn3c2Nc2ccc3c(c2)OCO3)cc1	-3.5
CCc1nc2nc(C)cc(Nc3cc(Cl)ccc3C)n2n1	3.2
Cc1ccc(C(=O)Nc2ccccc2C(=O)O)cc1S(=O)(=O)N1CCCCCC1	0.2
COc1ccc(C(=O)Nc2ccc3oc(-c4cccnc4)nc3c2)cc1OC	3.8
Cc1cccn2c(=O)c3cc(C(=O)NC(C)c4ccccc4)c(=N)n(CCCO)c3nc12 (configuration not stated)	9.8
CCOc1ccc(S(=O)(=O)N(CC(=O)NCCc2ccc(OC)cc2)c2ccccc2)cc1	9.7
CCOC(=O)c1c(C)n(-c2ccccc2)c2ccc(OC(=O)c3ccccc3NC(=O)C(C)(C)C)cc12	-3.7
COc1ccc(-c2nnc(SCC(=O)N3CCCCC3)o2)cc1	0.8
COC(=O)c1c(NC(=O)/C(C#N)=C/c2ccc(OC)cc2)sc2c1CCC2	-10.9
COCCNC(=O)Cn1nc(-c2ccc(C)cc2)c2ccccc2c1=O	1.1
O=C(Nc1ccc(Cl)cc1)C1CCC(CNS(=O)(=O)c2ccc(Br)s2)CC1 (configuration not stated)	15.0
CCc1c(C)nc2nc(-c3ccccc3)nn2c1NCc1ccc(C)cc1	-12.5
COc1cccc(-c2ccc3c(N)c(C(=O)c4ccc(Br)cc4)sc3n2)c1	1.0
CCOc1cccc(NC(=O)CSc2ncc(-c3ccccc3)[nH]2)c1	?
Cc1nn(C(=O)COc2ccccc2Br)c(C)c1Sc1ccccc1	2.5
Cc1noc(C)c1S(=O)(=O)N1CCC(C(=O)N2CCN(c3cccc(C(F)(F)F)c3)CC2)CC1	-7.5
CCOc1ccc(N(C(C)C(=O)NCCSc2ccc(C)cc2)S(C)(=O)=O)cc1 (configuration not stated)	4.4
CCOc1ccc(NC(=O)c2c(NC(=O)c3ccco3)sc3c2CCC(C(C)(C)C)C3)cc1 (configuration not stated)	-1.4
CCN(C(=O)CCS(=O)(=O)c1cc(Br)cc2c1N(C(=O)C1CC1)CC2)c1cccc(C)c1	3.4
CCOc1ccc(NC(=O)c2c(NC(=O)c3cccs3)sc3c2CCC(C(C)(C)C)C3)cc1 (configuration not stated)	-3.4
Cc1cccc(NC(=O)CCN2CCN(c3ccccc3F)CC2)c1	8.6
CCOc1ccc(C2c3cc(OCC)c(OCC)cc3CC(=O)N2c2ccc(C(=O)O)cc2)cc1OCC (configuration not stated)	-3.7
CCOC(=O)c1[nH]c2c(c1Cc1ccccc1OC)C(=O)CC(c1ccccc1)C2 (configuration not stated)	1.7
Cn1c(=O)n(C)c2cc(N3CCOCC3)c(NS(=O)(=O)c3ccc(Br)cc3)cc21	8.9
COCCn1c(=N)c(C(=O)NC(C)c2ccccc2)cc2c(=O)n3cc(C)ccc3nc21 (configuration not stated)	5.9
Cc1ccc(-c2nnc(Nc3ccc(Br)cc3)c3ccccc23)cc1S(=O)(=O)NCC1CCCO1 (configuration not stated)	-5.1
COc1ccc(Nc2nc(N)nc(CSc3nc4cc(OC)ccc4s3)n2)cc1	?
COc1cc2c(cc1NC(=O)COc1ccc(Cl)cc1)oc1ccccc12	5.5
Cc1ccc(S(=O)(=O)c2nc(-c3cccc(Cl)c3)oc2NCc2ccccc2)cc1	-26.4
CCOC(=O)c1c(Nc2cccc(C(=O)OC)c2)nnc(-c2ccccc2)c1-c1ccccc1	-3.4
CCOC(=O)c1[nH]c2c(c1Cc1ccccc1)C(=O)CC(c1ccc(C(C)(C)C)cc1)C2 (configuration not stated)	?
CCc1ccccc1NC(=O)c1c(NC(=O)c2ccccc2)sc2c1CCCC2	-9.0
COc1ccccc1-c1c(C)nn2c(-c3ccccc3)cc(-c3ccccc3)nc12	10.6
Nc1c(C(=O)Nc2ccc(C(=O)O)cc2)sc2nc3c(cc12)CCCC3	-3.0
Cc1cccc(C)c1NC(=O)CCSc1nc(-c2ccc3c(c2)OCO3)cc(C(F)(F)F)n1	10.4
CCOC(=O)c1c(NC(=O)/C=C/c2ccc(C(C)C)cc2)sc2c1CCC2	-10.7
COc1cccc(C(=O)Nc2cc3cc(OC)ccc3oc2=O)c1	-6.6
COc1cccc(NC(=O)CCc2nc(-c3cccs3)no2)c1	0.7
Continued.
SMILES	IMPase inh
O=C(Nc1cccc(C(F)(F)F)c1)c1cc2nc(-c3ccccc3)cc(C(F)(F)F)n2n1	-8.2
Cc1ccn2c(Nc3ccccc3C)c(-c3ccccc3)nc2c1	-3.7
CCOc1ccc(CCNC(=O)CN2CCN(Cc3ccc(Cl)cc3)C2=O)cc1OCC	-0.2
O=C(Nc1ccc2oc(-c3cc(Br)ccc3Cl)nc2c1)c1ccc2ccccc2c1	-1.7
CC(C)c1ccc(OCC(=O)N(Cc2cccs2)C2CCS(=O)(=O)C2)cc1 (configuration not stated)	?
COc1c(Cl)cc(C(=O)Nc2cccc(-c3nc4ccccc4[nH]3)c2)cc1Cl	4.6
Cc1cc(C)cc(NC(=O)CCCn2c3ccccc3c(=O)c3ccccc32)c1	-7.6
CCOc1ccc(NC(=O)C2CCC(CNS(=O)(=O)c3ccc(Br)s3)CC2)cc1 (configuration not stated)	12.1
COc1ccc(Cl)cc1NC(=O)CSC1=Nc2ccccc2C2=NC(CCC(=O)NCc3ccco3)C(=O)N12 (configuration not stated)	1.5
CCOC(=O)CSc1nc(-c2ccc(OCC)cc2)cc(C(F)(F)F)c1C#N	2.4
CCOC(=O)c1cnc2ccc(OC)cc2c1Nc1cccc(C(C)=O)c1	1.6
Nc1nonc1-c1nc2ccccc2n1CC(=O)Nc1ccc(F)cc1	13.8
Cc1cc(OCC(=O)Nc2sc3c(c2C#N)CCC(C)C3)ccc1Cl (configuration not stated)	-1.5
COc1ccc(-n2nc3cc(C)c(NC(=O)c4ccc(-c5ccc(Br)cc5)o4)cc3n2)cc1	-4.4
O=C(COc1ccccc1Cl)Nc1ccc(-c2nc3ccccc3s2)cc1	-3.0
Cc1cc(C)cc(NC(=O)CN(c2cccc(C)c2C)S(=O)(=O)c2ccccc2)c1	9.0
O=C(CSc1nc(-c2cccs2)cc(C(F)(F)F)n1)Nc1ccccc1Cl	-6.1
COc1cc(Cl)c(C)cc1NC(=O)c1sc2nc(C)cc(C)c2c1N	0.1
CCOc1ccc(NS(=O)(=O)c2ccc3c4c(cccc24)C(=O)N3)cc1	9.1
Cc1cccn2c(Nc3ccc4c(c3)OCCO4)c(-c3ccc(Br)o3)nc12	14.7

Retrieved one by one from above:
SMILES	IMPase inh
O=C(COc1ccccc1Cl)Nc1ccc(-c2nc3ccccc3s2)cc1	-3.0
CCOC(=O)CSc1nc(-c2ccc(OCC)cc2)cc(C(F)(F)F)c1C#N	2.4
Cc1ccn2c(Nc3ccccc3C)c(-c3ccccc3)nc2c1	-3.7

(more compounds)
SMILES	IMPase inh
Cc1ccc(N2C(=O)NC(NS(=O)(=O)c3ccccc3)(C(F)(F)F)C2=O)cc1C (configuration not stated)	2.4
CCOC(=O)c1nc(Nc2ccc(C(=O)OC(C)C)cc2)c2ccccc2n1	-5.8
CCOc1ccc(C(=O)Nc2ccc(-c3nc4cc(C(C)C)ccc4o3)cc2)cc1Cl	2.1
Cc1cc(OCC(=O)Nc2ccc(C(=O)OC3CCCCC3)cc2)ccc1Cl	-3.1
COc1ccccc1NC(=O)c1sc2nc(N3CCOCC3)c3c(c2c1N)CC(C)(C)OC3	9.0
COc1ccc(N2CCN(C(=O)Nc3ccc(Cl)cc3)CC2)cc1	3.3
CCCCc1nc2ccccc2n2c(-c3ccc(OC)cc3)c3c(=O)n(C)c(=O)n(C)c3c12	6.1
COc1ccc(C2NC(=O)NC(C)=C2C(=O)Nc2cc(C)cc(C)c2)c(OC)c1 (configuration not stated)	-4.8
Cc1nc(SCC(=O)Nc2ccc(Br)cc2)[nH]c(=O)c1Cc1ccccc1	-7.6
CCCCc1ccc(NC(=O)Cn2cnc3c2c(=O)n(C)c(=O)n3C)cc1	-9.5
Cc1ccc2oc3c(c(=O)c2c1)C(c1ccc(F)cc1)N(c1nc(C)c(C)s1)C3=O (configuration not stated)	-6.5
CCCSc1nc2sc3c(c2c(=O)n1-c1ccccc1)CCC(C)C3 (configuration not stated)	-0.9
COc1cccc(-c2nnc(SCC(=O)N3CCc4ccccc43)o2)c1	-5.3
COc1ccccc1NC(=O)C1=C(C)Nc2nc(-c3ccco3)nn2C1c1ccccc1F (configuration not stated)	3.8
CCC(Sc1nnc2c3ccccc3n(C)c2n1)C(=O)Nc1nnc(C(C)C)s1 (configuration not stated)	2.8
Cc1ccc(NC(=O)Cn2cc(C(=O)C3CC3)c3ccccc32)c(C)c1	3.1
CCCN(CCC)c1ccc(C2N=C(N)Nc3nc4ccccc4n32)cc1 (configuration not stated)	-6.4
CCOC(=O)c1c(NC(=O)/C(C#N)=C/c2ccc(OC)cc2)sc2c1CCC2	-1.5
CC(C)Oc1ccccc1C1C=C(C(=O)O)Nc2ncnn21 (configuration not stated)	6.1
Cc1nn(-c2ccccc2)c2sc(C(=O)Nc3ccccc3Br)cc12	-2.3
Cc1nc2scc(C)n2c(=O)c1S(=O)(=O)Nc1cccc(O)c1	-2.4

Structures listed so far that contain bromine:
SMILES	IMPase inh
Cc1ccc(C)c(CN2CCC(CNC(=O)Nc3ccc(Br)cc3F)CC2)c1	11.7
O=C(Nc1ccc(Cl)cc1)C1CCC(CNS(=O)(=O)c2ccc(Br)s2)CC1 (configuration not stated)	15.0
COc1cccc(-c2ccc3c(N)c(C(=O)c4ccc(Br)cc4)sc3n2)c1	1.0
Cc1nn(C(=O)COc2ccccc2Br)c(C)c1Sc1ccccc1	2.5
CCN(C(=O)CCS(=O)(=O)c1cc(Br)cc2c1N(C(=O)C1CC1)CC2)c1cccc(C)c1	3.4
Cn1c(=O)n(C)c2cc(N3CCOCC3)c(NS(=O)(=O)c3ccc(Br)cc3)cc21	8.9
Cc1ccc(-c2nnc(Nc3ccc(Br)cc3)c3ccccc23)cc1S(=O)(=O)NCC1CCCO1 (configuration not stated)	-5.1
O=C(Nc1ccc2oc(-c3cc(Br)ccc3Cl)nc2c1)c1ccc2ccccc2c1	-1.7
CCOc1ccc(NC(=O)C2CCC(CNS(=O)(=O)c3ccc(Br)s3)CC2)cc1 (configuration not stated)	12.1
COc1ccc(-n2nc3cc(C)c(NC(=O)c4ccc(-c5ccc(Br)cc5)o4)cc3n2)cc1	-4.4
Cc1cccn2c(Nc3ccc4c(c3)OCCO4)c(-c3ccc(Br)o3)nc12	14.7
Cc1nc(SCC(=O)Nc2ccc(Br)cc2)[nH]c(=O)c1Cc1ccccc1	-7.6
Cc1nn(-c2ccccc2)c2sc(C(=O)Nc3ccccc3Br)cc12	-2.3
